# TEAD-YAP block – TEAD-YAP interaction inhibition. AID 1259422. inhibition, % at 9.12 µM. HEK-TIYL cells, TEAD-Gal4/YAP UAS-luciferase luminescence. hit rate 1.4% among 640,000; in the data active = inhibition above about 32%;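 note: 0% = median of test compound wells and 100% = reference inhibitor wells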
# MITF inh – human MITF inhibition, primary screen | AlphaScreen MITF homodimerization, bead proximity signal | O75030 | inhibition, % at 2.6 µM | hit rate 0.91% among 650,000 | AID 1259374; in the data active = inhibition above about 50%;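 note: 0% = vehicle wells with protein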
# FBW7 act – activators of human E3 ligase FBW7 | Q969H0 | AlphaScreen FBW7–phospho-cyclin E peptide binding, activator screen | normalized activity (activation), % at 26.1 µM | hit rate 0.13% among 650,000; in the data active = normalized activity above about 1.9%;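 note: purified mutant Fbw7 with reduced substrate affinity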
# Target sequence (Q969H0 whole entry, looked up): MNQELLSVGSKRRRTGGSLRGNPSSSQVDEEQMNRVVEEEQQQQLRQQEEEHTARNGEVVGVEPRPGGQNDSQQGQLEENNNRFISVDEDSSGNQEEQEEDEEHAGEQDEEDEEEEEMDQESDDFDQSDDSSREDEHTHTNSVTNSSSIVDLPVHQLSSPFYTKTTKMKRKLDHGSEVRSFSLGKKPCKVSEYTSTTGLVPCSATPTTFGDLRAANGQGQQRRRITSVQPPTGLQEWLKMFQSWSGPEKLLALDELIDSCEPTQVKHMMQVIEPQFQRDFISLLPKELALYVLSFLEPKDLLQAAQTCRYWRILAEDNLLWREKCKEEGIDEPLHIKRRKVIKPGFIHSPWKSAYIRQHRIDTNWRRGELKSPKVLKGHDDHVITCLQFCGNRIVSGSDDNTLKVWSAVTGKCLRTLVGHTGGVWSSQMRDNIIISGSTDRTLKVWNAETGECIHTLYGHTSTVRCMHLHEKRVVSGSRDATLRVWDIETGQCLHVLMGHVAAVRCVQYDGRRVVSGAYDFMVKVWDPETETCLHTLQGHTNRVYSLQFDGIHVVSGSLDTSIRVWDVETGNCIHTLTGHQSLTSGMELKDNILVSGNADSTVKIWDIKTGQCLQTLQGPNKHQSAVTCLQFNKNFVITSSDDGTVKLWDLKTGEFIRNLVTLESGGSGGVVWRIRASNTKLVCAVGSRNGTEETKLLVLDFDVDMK
# GPR151 activ – activators of human GPR151. Q8TDV0. activation, % at 11.2 µM. PathHunter beta-arrestin GPR151 cells, luminescence. hit rate 1% among 650,000; in the data active = activation above about 4.9%;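 note: 0% = median of compound wells and 100% = cells with positive control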
# Starred values were filed as active, the others as inactive; & = joins results of further samples.
nr	SMILES	TEAD-YAP block	MITF inh
1	O=C(NCC1CCCO1)c1ccc(Cn2c(=S)[nH]c3ccc(Br)cc3c2=O)cc1 (configuration not stated)	0	-1
2	O=C(CNC(=O)c1ccc([N+](=O)[O-])cc1)c1ccccc1	-28	6
3	CCOc1ccc(OCC)c(N2C(=O)NC(=O)/C(=C\c3ccc(Br)o3)C2=O)c1	7	43
4	CC1(c2ccc3c(c2)CCC3)NC(=O)NC1=O (configuration not stated)	-5	2
5	CN(C)c1ccc(/C(=N\O)c2ccccc2)cc1	-14	14
6	Cc1ccc(S(=O)(=O)Nc2ccc3oc(=O)sc3c2)cc1[N+](=O)[O-]	3	17
7	C=CCn1c(SCc2ccccc2)nc2sc3c(c2c1=O)CC(C)CC3 (configuration not stated)	0	2
8	CC1=CC(C)(C)Nc2ccc(OC(=O)CN3C(=O)c4cccc5cccc(c45)C3=O)cc21	-6	-3
9	Cc1ccc(OCCOc2ccc(Oc3nc(N(C)C)nc(N(C)C)n3)nn2)cc1	-7	9
10	O=C(CN1CCN(c2ccc(Cl)cc2)CC1)Nc1ccccc1C(F)(F)F	1	6
11	CCOC(=O)CCN(Cc1ccccc1)S(=O)(=O)c1ccc(NC(C)=O)cc1	8	1
12	CCOc1ccc2sc(C=NCC(C)C)c(O)c2c1	-30	13
13	O=C(NC1CCCCC1)c1ccc2c(c1)[nH]c(=S)n1c3ccccc3nc21	1	5
14	CN(CC(=O)NC1CC1)S(=O)(=O)c1ccc2ccccc2c1	0	-3
15	COc1ccc(N2C(=O)/C(=C/c3cc(Cl)c(OCC(=O)O)c(OC)c3)NC2=S)cc1	-2	-12

nr	FBW7 act	GPR151 activ
1	0.0	1.6
2	0.0	-0.5
3	-0.2	0.4
4	0.0	-0.7
5	0.0	0.5
6	0.6	1.2
7	0.1	0.4
8	-0.1	1.4
9	-0.1	5.3*
10	0.1	-1.1
11	0.0	-1.1
12	0.2	-1.3
13	0.0	-0.5
14	0.0	1.1
15	-0.2	0.5

# Next compounds follow:
nr	SMILES	TEAD-YAP block	MITF inh
16	CCCCC1=NN(C(=O)Cc2ccc([N+](=O)[O-])cc2)C(O)(C(F)(F)F)C1 (configuration not stated)	5	2
17	COc1cc(-c2nc(Nc3cc(Sc4ccc(F)cc4)cc([N+](=O)[O-])c3)c3ccccc3n2)cc(OC)c1OC	-3	5
18	COc1ccc2[nH]c(=O)c(CN(CCO)Cc3nnnn3C(C)(C)C)cc2c1	-10	-2
19	COC1CCN(C(=O)c2cc(COc3ccccc3)on2)CC1	-48	-10
20	Cc1cc(C(=O)COC(=O)CCC(=O)c2cccs2)c(C)n1-c1ccc2c(c1)OCO2	-12	0
21	COC(=O)[C@@H]1C[C@@H](NC(=O)c2ccccc2OC)CN1Cc1ccc(SC)cc1	-9	-2
22	CC(C)CC(=O)Nc1ccc(N2CCC(C)CC2)cc1	-59	0
23	CN(C)c1cccc(N2C(=S)SC3CS(=O)(=O)CC32)c1 (configuration not stated)	0	-4
24	CN1CCN(c2ccc(N)cc2C(=O)O)CC1	-3	10
25	CC(=O)NC(CC(=O)OCC(=O)N1c2ccccc2NC(=O)C1(C)C)c1ccccc1 (configuration not stated)	0	9
26	COc1cc(C)nc(N2CCC(O)(c3cccc(C(F)(F)F)c3)CC2)n1	2	5
27	CC(=O)N1Cc2ccccc2CC1C(=O)NC(C)C1CC2CCC1C2 (configuration not stated)	1	-3
28	Cc1cc(N=C(c2ccccc2)N(C)C)c2ccccc2n1	24	27
29	Cc1cccc(NC(=O)C2CCN(S(=O)(=O)c3ccc4c(c3)OCC(=O)N4)CC2)c1C	-2	6
30	NC(=O)CSc1nnc(-c2ccncc2)n1-c1cccc(C(F)(F)F)c1	-8	-7

nr	FBW7 act	GPR151 activ
16	0.0	-2.2
17	0.1	0.4
18	-0.1	0.9
19	-0.1	2.7
20	-0.1	3.4
21	0.1	-0.6
22	-0.4	1.1
23	-0.2	0.1
24	-0.3	0.9
25	0.1	-0.3
26	0.2	3.6
27	-0.1	1.8
28	0.3	-0.5
29	0.0	-0.6
30	2.6*	-0.5

# Carrying on:
nr	SMILES	TEAD-YAP block	MITF inh
31	C=CCN1C(=O)S/C(=C/c2ccc(N3CCCC3)o2)C1=O	0	11
32	CCOc1ccc(Cl)cc1C1CC(=O)Nc2cc(OC)c(OC)c(OC)c21 (configuration not stated)	7	7
33	COc1ccc(/C=C/C(=O)OCC(=O)Nc2ccc3[nH]c(=O)[nH]c3c2)c(OC)c1	15	22
34	CCC(=O)c1ccc(N2CCN(C(=O)c3ccccc3F)CC2)c(F)c1	-8	0
35	C=CCn1c(=O)c(C(=O)Nc2ccccc2F)c(O)c2ccccc21	-14	-1
36	CC1CN(C(=O)/C=C/c2cccc([N+](=O)[O-])c2)CC(C)O1 (configuration not stated)	7	9
37	CC1(C)SC2C(NC(=O)COc3ccccc3)C(=O)N2C1C(=O)O (configuration not stated)	5	5&-8
38	CC(=O)c1cc(CN2CCC(N3CCC(C(=O)NC(C)C)CC3)CC2)cs1	2	-8
39	CCCCOc1ccc(CN2CCN(CCOCCO)CC2)cc1	6	76*
40	Cc1nn(-c2ccccc2)c2c1C(c1ccc(OCc3ccccc3)cc1)C(C#N)=C(N)O2 (configuration not stated)	-15	12
41	CCN(CC)c1nc(NCCOc2ccccc2)nc(NC2CCC(O)CC2)n1 (configuration not stated)	-33	0
42	CCOCCCNC(=O)C(NC(=O)C1CCC(=O)N1)c1ccccc1 (configuration not stated)	-2	-12
43	Cc1cc(C)n(-c2ccc(Cl)c(C(=O)NCc3ccccc3)n2)n1	-22	18
44	O=S(=O)(CCc1ccccc1)/N=C/c1cc(Br)ccc1O	-3	-4
45	Cc1ccc(Cl)cc1NC(=O)C1C2C=CC(O2)C1C(=O)O (configuration not stated)	7	5

nr	FBW7 act	GPR151 activ
31	1.0	2.7
32	0.0	-0.8
33	0.0	-1.2
34	-0.1	2.7
35	0.7	-1.8
36	0.0	0.3
37	0.2&0.0	-1.2&2.7
38	-0.1	0.1
39	0.0	2.3
40	-0.5	-0.7
41	0.0	2.8
42	0.0	5.6*
43	0.5	-0.8
44	-0.1	0.7
45	0.6	-1.5

# The results go on:
nr	SMILES	TEAD-YAP block	MITF inh
46	C=CCn1c(SCC(=O)Nc2ccc(F)cc2F)nnc1-c1ccccc1O	48*	-7
47	Cc1ccnc(NC(c2ccco2)c2c(C)[nH]c3ccccc23)c1 (configuration not stated)	38*	-9
48	NS(=O)(=O)c1ccc(Nc2nnc(-c3ccccc3)c3ccccc23)cc1	9	-2
49	Cc1ccc(-c2csc(/C(C#N)=C/c3cccc(F)c3)n2)c(C)c1	4	-5
50	COc1cc(/C=N/n2nnnc2N)ccc1OCC(N)=O	-7	1
51	O=C(NCc1ccco1)C1CCN(S(=O)(=O)N2CCC3(CC2)OCCO3)CC1	7	-9
52	COc1cc(SC)ccc1C(=O)Nc1nnc(CC(C)C)s1	-50	6
53	Cc1cc(C(N)=O)c2cc(Br)ccc2n1	-9	-4
54	CC(=NCc1ccccc1)c1cc(Cl)ccc1O	-1	10
55	COc1ccc(CN=C(N)N=C(N)N)cc1	-1&7	-3&-2
56	CC(C)n1cc(CN2CCCC(N3CCN(c4ccccc4)CC3)C2)cn1 (configuration not stated)	-1	9
57	OCCn1c(CCl)nc2ccc(Cl)cc21	1	15
58	COc1cc(NC(=O)c2sc3nc(-c4ccccc4)cc(-c4ccco4)c3c2N)c(OC)cc1Cl	10	33
59	Cc1cccc(CN2C[C@H](Sc3nccn3C)C[C@H]2C(=O)N2CCCN(C)CC2)c1	0	-14
60	CCOC(=O)CCc1nc2ccccc2[nH]1	1	7

nr	FBW7 act	GPR151 activ
46	0.0	0.0
47	-0.2	-0.2
48	-0.2	0.6
49	0.1	-0.2
50	0.1	0.7
51	-0.1	0.0
52	-0.1	0.9
53	-0.1	2.1
54	0.1	0.1
55	-0.1&-0.2	1.2&-0.6
56	-0.1	2.5
57	0.0	-1.6
58	-0.1	0.1
59	-0.1	1.1
60	-0.1	0.1

# Continuation:
nr	SMILES	TEAD-YAP block	MITF inh
61	Cc1ncc(CO)c(/C=N/Nc2ccc3ccccc3n2)c1O	52*	5
62	COc1cc(C(=O)N2CCN(Cc3cccc(F)c3)CC2)cc(OC)c1OC	-3	54*
63	COc1c(Cl)ccc(Cl)c1C(=O)Nc1ccc(C)c(C)c1	-3	8
64	CCOC(=O)N1CCC(NCCNC(=O)c2ccc(Cl)cc2)CC1	17	33
65	Clc1cccc(C2Nc3cccc4cccc(c34)N2)c1	-6	4
66	O=C1OC(c2cccc(F)c2)=N/C1=C\c1ccc(Br)cc1	0	9
67	O=C(c1c(-c2ccccc2)oc2ccc(O)cc12)N1CCCCC1	-4	-6
68	Cc1ncc(CO)c2cc(C(N)=O)c(=Nc3ccc4c(c3)OCO4)oc12	-17	0
69	CCOC(=O)/C(=C/c1c[nH]c2ccccc12)C(C)=O	9	12
70	N#C/C(=C\c1cccs1)c1nc2c(s1)CCCC2	-34	3
71	Cn1c(=NC(=O)c2ccc(S(=O)(=O)N3CCCCC3)cc2)sc2cc(F)ccc21	-2	2
72	CCOC(=O)c1ccc(-c2ccc(/C=C(\C#N)C(=O)NCCOC)o2)cc1	4	1
73	CC(=O)c1ccccc1Oc1ncnc2sc(C)c(C)c12	-3	5
74	COc1ccc(/C=N\NC(=O)c2cc(C(C)(C)C)[nH]n2)cc1OC	-2	5
75	CCn1c2cc(C)sc2c2cnn(CC(=O)NCc3ccco3)c(=O)c21	3	-10

nr	FBW7 act	GPR151 activ
61	-0.6	-0.2
62	-0.2	-1.2
63	0.1	-0.1
64	0.0	12*
65	-0.1	-0.6
66	0.3	-1.3
67	0.1	4.9*
68	0.0	0.8
69	0.0	-0.8
70	-0.1	-4.2
71	-0.1	0.2
72	0.0	-0.5
73	0.1	-1.7
74	-0.2	-0.5
75	0.0	-0.7

# Remaining list, next part.
nr	SMILES	TEAD-YAP block	MITF inh
76	CS(=O)(=O)c1ccc(Cl)c(N)c1	-4	17
77	OC(c1ccncc1)C(O)c1ccncc1 (configuration not stated)	19	1
78	CCCOc1ccc(C(C)=O)cc1OCCC	-14	-6
79	COC(=O)c1c(NC(=O)c2ccc3ccccc3c2)sc2c1CCN(C)C2	-4	-2
80	O=C(c1c(F)cccc1F)N1CCN(c2cc(N3CCCCC3)c(F)cc2[N+](=O)[O-])CC1	19	14
81	O=C(NN1C(=O)CSC1=S)c1ccccc1Cl	-8	-10
82	O=C(N/N=C/c1ccncc1)c1ccccc1	-42	6
83	Cc1ccccc1NC(=S)N(CCN1CCOCC1)Cc1ccccc1F	-1	7
84	NC(=NCCc1ccccc1)NS(=O)(=O)c1ccc2ccccc2c1	-5	1
85	COc1ccc(CCNC(=O)c2ccc3nc(NC4CCC(O)CC4)sc3c2)cc1 (configuration not stated)	-8	-12
86	COc1ccc(Cl)cc1-n1c(Cn2ncc3ccccc3c2=O)n[nH]c1=S	-1	-11
87	CC12CCC(C(=O)Nc3ccc(C(F)(F)F)cc3)(OC1=O)C2(C)C (configuration not stated)	5	11
88	COC(=O)c1cc(COC(=O)c2cccc(S(=O)(=O)NCc3ccccc3)c2)oc1C	-5	11
89	O=C(CC1C(=O)NCCN1CC1CCCCC1)NCc1ccccc1Cl (configuration not stated)	8	-1
90	CCN(CC)c1cc(N(C)c2ccccc2)c([N+](=O)[O-])c2nonc12	3	2

nr	FBW7 act	GPR151 activ
76	0.3	0.3
77	-0.6	-0.9
78	-0.2	-0.4
79	0.3	-0.6
80	0.2	2.0
81	-0.1	-0.9
82	0.1	-1.9
83	0.1	-0.2
84	-0.1	-1.2
85	0.5	3.2
86	0.0	1.9
87	0.3	0.2
88	0.0	0.5
89	0.6	1.1
90	-0.3	-1.4

# Reformatted: entries from further up.
no.	Compound	TEAD-YAP block	MITF inh	FBW7 act	GPR151 activ
84	NC(=NCCc1ccccc1)NS(=O)(=O)c1ccc2ccccc2c1	-5	1	-0.1	-1.2
85	COc1ccc(CCNC(=O)c2ccc3nc(NC4CCC(O)CC4)sc3c2)cc1 (configuration not stated)	-8	-12	0.5	3.2
86	COc1ccc(Cl)cc1-n1c(Cn2ncc3ccccc3c2=O)n[nH]c1=S	-1	-11	0.0	1.9
87	CC12CCC(C(=O)Nc3ccc(C(F)(F)F)cc3)(OC1=O)C2(C)C (configuration not stated)	5	11	0.3	0.2
88	COC(=O)c1cc(COC(=O)c2cccc(S(=O)(=O)NCc3ccccc3)c2)oc1C	-5	11	0.0	0.5

# (next part)
nr	SMILES	TEAD-YAP block	MITF inh
91	O=C(CCN1C(=O)c2cccc([N+](=O)[O-])c2C1=O)Nc1ccc(F)cc1	6	-12
92	O=C(Oc1ccccc1)c1cccc(N2C(=O)CCC2=O)c1	-1	30
93	Cc1cc([N+](=O)[O-])nn1CC(=O)N1CCCCC1	3	-4
94	COc1ccc2c(c1)C=C(CN1CCN(CCCc3ccccc3)C(CCO)C1)CO2 (configuration not stated)	-6	6
95	COC(C(=O)N/N=C(\C)c1ccccc1O)c1ccccc1 (configuration not stated)	-12	15
96	Cc1cc(C)nc(N2CCC(CNS(C)(=O)=O)CC2)n1	2	3
97	Cc1ccc(S(=O)(=O)N/N=C/c2c[nH]c3ccc(Br)cc23)cc1[N+](=O)[O-]	3	-3

nr	FBW7 act	GPR151 activ
91	0.1	0.6
92	-0.1	-1.7
93	-0.1	-0.6
94	0.1	-0.6
95	0.0	4.4
96	0.2	-0.3
97	0.3	3.2

# Bioassay records: PubChem, The Scripps Research Institute Molecular Screening Center
